Compound activity (PubChem)
HePTP inh: blocks human HePTP tyrosine phosphatase | recombinant HePTP phosphatase activity, OD absorbance | inhibition, % at 20 µM | 110,000 tested, 0.64% active | AID 521; in the data active = inhibition above about 50%;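 also: plate controls were vehicle for no effect and reference inhibitor for full effect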
Target sequence (P35236 whole entry, looked up): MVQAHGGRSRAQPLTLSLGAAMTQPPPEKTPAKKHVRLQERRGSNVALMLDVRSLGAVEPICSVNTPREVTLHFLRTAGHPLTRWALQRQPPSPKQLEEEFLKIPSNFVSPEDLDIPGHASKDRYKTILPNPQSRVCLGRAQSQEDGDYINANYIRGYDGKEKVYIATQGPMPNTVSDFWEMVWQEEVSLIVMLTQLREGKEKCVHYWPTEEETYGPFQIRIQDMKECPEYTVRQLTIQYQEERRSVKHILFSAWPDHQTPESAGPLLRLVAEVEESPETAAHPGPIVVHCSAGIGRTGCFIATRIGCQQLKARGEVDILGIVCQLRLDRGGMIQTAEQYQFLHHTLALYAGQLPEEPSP
BAP1 inh: blocks human BAP1 ubiquitin-AMC hydrolysis. recombinant BAP1, Ub-AMC hydrolysis fluorescence kinetic; stronger effect = lower value. activity remaining (% of control), % at 20 µM. Q92560. 72,000 tested, 0.48% active;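 active = activity remaining at or below 50% of control, provided the compound also passes the data quality filters; inactive = the rest, including low values that fail the filters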;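 also: 100% = DMSO wells rate and 0% = substrate alone blank rate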
Target sequence (Q92560 whole entry, looked up): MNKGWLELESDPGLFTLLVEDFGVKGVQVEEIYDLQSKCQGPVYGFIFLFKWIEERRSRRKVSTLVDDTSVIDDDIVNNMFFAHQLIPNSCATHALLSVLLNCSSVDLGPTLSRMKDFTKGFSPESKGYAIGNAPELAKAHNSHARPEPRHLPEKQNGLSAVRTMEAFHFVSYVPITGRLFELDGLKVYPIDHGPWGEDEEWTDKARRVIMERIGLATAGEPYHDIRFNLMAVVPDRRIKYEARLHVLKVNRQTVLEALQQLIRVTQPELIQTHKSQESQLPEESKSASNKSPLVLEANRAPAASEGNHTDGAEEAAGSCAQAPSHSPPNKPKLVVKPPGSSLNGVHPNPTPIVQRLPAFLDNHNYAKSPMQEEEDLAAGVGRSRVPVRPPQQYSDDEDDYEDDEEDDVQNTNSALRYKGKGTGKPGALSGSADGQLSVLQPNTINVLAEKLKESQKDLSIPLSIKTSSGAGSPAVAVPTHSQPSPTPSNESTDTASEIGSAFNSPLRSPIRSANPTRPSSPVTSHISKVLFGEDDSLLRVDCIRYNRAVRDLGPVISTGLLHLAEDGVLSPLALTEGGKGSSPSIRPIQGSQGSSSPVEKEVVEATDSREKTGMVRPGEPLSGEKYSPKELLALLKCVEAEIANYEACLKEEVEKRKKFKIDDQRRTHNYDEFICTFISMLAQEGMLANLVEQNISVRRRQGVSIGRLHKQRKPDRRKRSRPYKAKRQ
* hit, by the source's call; & = joins results of further samples. Not a hit list, and some 0.83% of all compounds hit somewhere here.

Start of the data: the first two compounds, ahead of the listing:
`CCOc1cc(C2Nc3ccccc3C(=O)N2c2ccccc2OC)ccc1O` (stereo not drawn) gave HePTP inh 3 and BAP1 inh 120.
Screening CN(C)c1ccc(N/C(N)=N/c2nc(C(F)(F)F)cc(=O)[nH]2)cc1 returned HePTP inh -3.

Results, from the first entry:
`CCOc1cc(C2Nc3ccccc3C(=O)N2c2ccccc2OC)ccc1O` (stereo not drawn) gave HePTP inh 3 and BAP1 inh 120.
Screening CN(C)c1ccc(N/C(N)=N/c2nc(C(F)(F)F)cc(=O)[nH]2)cc1 returned HePTP inh -3.
Screening COCCNC(=O)c1nn(-c2cc(OC)cc(OC)c2)c(=O)c2ccccc12 returned HePTP inh 14 and BAP1 inh 101.
Screening O=C(NCCCn1ccnc1)c1cccnc1 returned HePTP inh 9 and BAP1 inh 113.
`CCC(=O)N1c2ccccc2NC2=C(C(=O)CCC2)C1c1ccc(N(C)C)cc1` (stereo not drawn) gave HePTP inh 5 and BAP1 inh 80.
CCOc1ccc(Nc2cc(=O)n(C)c(=O)n2C)cc1 was read as HePTP inh -14&11 and BAP1 inh 89.
Screening CC(C)(C)OC(=O)C1C(=O)CC(C)(O)C(C(=O)OC(C)(C)C)C1c1ccc(F)cc1 (stereo not drawn) returned BAP1 inh 113.
Screening CCOCCOc1nc2c(c(=O)n(C)c(=O)n2C)n1CCc1ccccc1 returned BAP1 inh 109.
COc1cc([N+](=O)[O-])ccc1NS(=O)(=O)c1ccc(F)cc1 was read as HePTP inh 8.
`COc1ccccc1C(=O)Oc1ccc2c(c1)C(C)=CC(C)(C)N2` gave HePTP inh -2.
For Cc1cccc(Cn2c(SCCN3CCCCC3)nc3c2c(=O)[nH]c(=O)n3C)c1 the results were HePTP inh -2 and BAP1 inh 91.
For CCCCn1ccc(=O)c2c(C(F)(F)F)nccc21 the results were HePTP inh 7&0.
`COc1ccc(-c2cc(=O)[nH]c(NCc3ccccc3)n2)cc1` gave HePTP inh 8 and BAP1 inh 88.
Screening Cc1sc2ncnc(NCc3ccco3)c2c1C returned HePTP inh 11 and BAP1 inh 87.
Screening O=c1/c(=C\c2cccn2-c2ccccc2)sc2nc3ccccc3n12 returned HePTP inh 9.
Screening CC1(C)CC(=O)C2=C(C1)NCN(Cc1ccc3c(c1)OCO3)C2 returned HePTP inh -8 and BAP1 inh 59.
For COc1ccc(N(CC(=O)NC2CCCC2)C(=O)c2ccc(N3CCCCC3)nc2)cc1 the results were HePTP inh 1 and BAP1 inh 83.
Screening Cc1c(Cl)cccc1NC(=O)c1ccc(N2C(=O)c3ccccc3C2=O)cc1 returned BAP1 inh 70.
Screening CCc1ccc(-c2nc(CSCC(=O)NCCCN3CCCC3=O)c(C)o2)cc1 returned BAP1 inh 117.
For CCOC(=O)c1c(NC(=O)C(Cc2ccccc2)N2C(=O)c3ccccc3C2=O)sc2c1CCCC2 (stereo not drawn) the results were HePTP inh 9.
For COc1ccc(N2C(=O)S/C(=C/c3ccc(OC)c(OC)c3)C2=O)cc1 the results were HePTP inh 1.
Screening COc1ccc(S(=O)(=O)Nc2nnc(C(C)(C)C)s2)cc1 returned HePTP inh 0 and BAP1 inh 120.
`CCOc1ccc2nc(SCc3ccc(OC)c(F)c3)sc2c1` gave HePTP inh 9.
C[C@@H]1O[C@@H](Nc2ccc(Cl)cc2[N+](=O)[O-])[C@H](O)[C@H](O)[C@H]1O was read as HePTP inh 6.
`O=C(C1CCCO1)N1CCN(S(=O)(=O)c2cccc3nsnc23)CC1` (stereo not drawn) gave HePTP inh 0 and BAP1 inh 87.
Screening O=C(O)c1cc2cc(Cl)ccc2oc1=O returned HePTP inh -3.
Brc1cc2c(cc1/C=N/Nc1ccccc1)OCO2 was read as HePTP inh 5.
CCCNC(=O)C1CN(S(=O)(=O)c2ccccc2)CCN1S(=O)(=O)c1ccccc1 (stereo not drawn) was read as HePTP inh 13 and BAP1 inh 93.
Screening COc1ccc(CC(=O)Nc2ccc(-c3nc4ccccc4o3)c(O)c2)cc1OC returned HePTP inh 89*.
`C=CCn1c(SCC(=O)NC(=O)NCc2ccco2)nc2sc(CC)cc2c1=O` gave HePTP inh 15 and BAP1 inh 124.
`CC(C)n1c(=NC(=O)c2ccco2)c(C#N)cc2c(=O)n3ccccc3cc21` gave HePTP inh 3 and BAP1 inh 264.
`COCCCNC(=O)c1ccc(Cn2c(=O)[nH]c3ccccc3c2=O)cc1` gave HePTP inh -12 and BAP1 inh 85.
CC/C(=N\NC(N)=O)C1CC(C(C)C)CC=C1C (stereo not drawn) was read as HePTP inh -1.
Screening CN(C)CCNc1nc2c(c(=O)[nH]c(=O)n2C)n1CC(O)COc1ccc(Cl)cc1Cl (stereo not drawn) returned HePTP inh 10 and BAP1 inh 104.
Screening c1coc(CNc2nc(N3CCCCC3)nc3ccccc23)c1 returned HePTP inh 8.
`O=C(NCc1cccs1)C1CCN(S(=O)(=O)c2ccc3c(c2)OCCO3)CC1` gave HePTP inh -4 and BAP1 inh 96.
For C=CCn1nnnc1SCC(=O)Nc1ccccc1C(=O)OC the results were HePTP inh 8 and BAP1 inh 110.
Screening Cc1ccc(NC(=O)C2CCCCC2C(=O)O)cc1Cl (stereo not drawn) returned HePTP inh -8.
Screening CC1=C(C(N)=O)C(c2ccc(Cl)cc2)NC(=O)N1 (stereo not drawn) returned HePTP inh 0 and BAP1 inh 89.
For O=C(Oc1ccc(-c2cn3c(n2)SCC3)cc1)c1ccccc1 the results were HePTP inh -3 and BAP1 inh 181.
`Cc1ccc(NC(=O)CSc2nccc(=O)[nH]2)c(S(=O)(=O)N2CCOCC2)c1` gave HePTP inh 4 and BAP1 inh 82.
`CS(=O)(=O)c1ncc(Cl)c(C(=O)Nc2ccc(N3CCOCC3)cc2)n1` gave HePTP inh 6 and BAP1 inh 97.
`CS(=O)(=O)N1CCN(Cc2ccc([N+](=O)[O-])cc2)CC1` gave HePTP inh 9.
For CC(C)COc1ccc(C(=O)Nc2cc([N+](=O)[O-])ccc2Cl)cc1 the results were HePTP inh -8.
`CCOC(=O)C1(Cc2ccc(O)cc2)NC(c2ccccc2F)C2C(=O)N(C)C(=O)C21` (stereo not drawn) gave HePTP inh -6 and BAP1 inh 92.
For COc1ccc(-c2cc(C(=O)N3CCN(Cc4ccccc4)CC3)c3ccccc3n2)cc1OC the results were HePTP inh 1.
For O=C(O)C1C2C=CC(C2)C1C(=O)OCC1CCCO1 (stereo not drawn) the results were HePTP inh -9 and BAP1 inh 96.
For Oc1c(C(Nc2ccccn2)c2ccc(OC(F)F)cc2)ccc2cccnc12 (stereo not drawn) the results were BAP1 inh 92.
Screening CCN(C1=C(Cl)C(=O)N(c2ccccc2)C1=O)c1ccccc1 returned HePTP inh 7.
For CCOc1nc(NCCC2=CCCCC2)nc(N2CCOCC2)n1 the results were HePTP inh 8 and BAP1 inh 98.
Screening COC(=O)C1=C(C)N(c2ccc(C)cc2)/C(=C\c2ccc(OCC(=O)Nc3ccccc3)cc2)C1=O returned HePTP inh -9.
Screening COc1ccccc1C(NC(=O)C(C)C)c1ccc2cccnc2c1O (stereo not drawn) returned BAP1 inh 75.
For O=C1C(Cl)=C(NCc2ccccc2)C(=O)N1c1cccc(Cl)c1Cl the results were HePTP inh -6.
Screening O=C(O)c1cccnc1SCc1ccc([N+](=O)[O-])cc1 returned HePTP inh 1.
`CCOC(=O)c1c(N)sc2c1CC(C)(C)NC2(C)C` gave HePTP inh -19.
COc1ccc(OC)c(C2C3=C(N=C4SCC(=O)N42)c2ccccc2CC3)c1 (stereo not drawn) was read as HePTP inh 8 and BAP1 inh 91.
`Cc1ccc(SCCNS(=O)(=O)c2ccc(C)c([N+](=O)[O-])c2)cc1` gave HePTP inh -5.
COc1ccc(CCNC(=O)C(=O)Nc2ccc(F)cc2)cc1OC was read as HePTP inh 10.
Screening COc1ccccc1NC(=O)c1c(NC(=O)c2ccccc2C)sc2c1CCCC2 returned BAP1 inh 101.
`O=S(=O)(c1ccc(Br)cc1)N1CCSC1c1ccc(Br)cc1` (stereo not drawn) gave BAP1 inh 81.
For COc1ccc(-c2cc(C(=O)NCc3ccc(Cl)cc3)no2)cc1OC the results were HePTP inh 11 and BAP1 inh 94.
`COc1ccc(CC(=O)OCc2cc3ccc(C)cc3[nH]c2=O)cc1` gave HePTP inh 4 and BAP1 inh 56.
Screening O=[N+]([O-])c1ccc(N2CCN(c3ccc(C(F)(F)F)cc3[N+](=O)[O-])CC2)cc1NCc1ccccc1 returned HePTP inh 7.
`Cc1ccc(-c2cn3c(n2)sc2cc(C)ccc23)cc1` gave BAP1 inh 50.
Screening O=C1CC(c2cccs2)CC2=C1C(c1ccccc1)n1ncnc1N2 (stereo not drawn) returned HePTP inh 15 and BAP1 inh 60.
COc1ccc(C(=O)NC2CCSC2=O)cc1[N+](=O)[O-] (stereo not drawn) was read as HePTP inh -7.
For Cc1cccc(OCC(O)Cn2c(=N)n(CCN3CCCCC3)c3ccccc32)c1 (stereo not drawn) the results were HePTP inh 3 and BAP1 inh 89.
`Cc1ccc(OCC(=O)Nc2cc([N+](=O)[O-])ccc2Cl)cc1` gave HePTP inh -9.
`C=CCSc1nnc(-c2cccnc2)o1` gave HePTP inh 10 and BAP1 inh 90.
For CCOCCCn1c(=N)c(C(N)=S)cc2c(=O)n3cccc(C)c3nc21 the results were HePTP inh -4 and BAP1 inh 150.
Screening Cc1ccc(OCC(=O)NCc2ccc(F)cc2)c(Br)c1 returned HePTP inh 0.
Screening CSC(=N)/C(C#N)=N/Nc1ccccc1 returned HePTP inh 5.
`Cc1ccc(OCC(=O)Nc2sc3c(c2C(N)=O)CCC(C)C3)c(C)c1` (stereo not drawn) gave HePTP inh 1.
O=C(CCn1c(=O)oc2ccccc21)NCc1ccco1 was read as HePTP inh 4 and BAP1 inh 88.
For CN(CC(=O)NC1CCCCC1)S(=O)(=O)c1cccc2cccnc12 the results were HePTP inh 2 and BAP1 inh 97.

At a glance, part of the list above.
For CCOCCCn1c(=N)c(C(N)=S)cc2c(=O)n3cccc(C)c3nc21 the results were HePTP inh -4 and BAP1 inh 150.
Screening Cc1ccc(OCC(=O)NCc2ccc(F)cc2)c(Br)c1 returned HePTP inh 0.
Screening CSC(=N)/C(C#N)=N/Nc1ccccc1 returned HePTP inh 5.
`Cc1ccc(OCC(=O)Nc2sc3c(c2C(N)=O)CCC(C)C3)c(C)c1` (stereo not drawn) gave HePTP inh 1.
O=C(CCn1c(=O)oc2ccccc21)NCc1ccco1 was read as HePTP inh 4 and BAP1 inh 88.
For CN(CC(=O)NC1CCCCC1)S(=O)(=O)c1cccc2cccnc12 the results were HePTP inh 2 and BAP1 inh 97.

(listing goes on)
Screening COc1ccccc1NC(=O)CN1CCN(CC(=O)Nc2ccc3c(c2)OCO3)CC1 returned HePTP inh 11 and BAP1 inh 106.
CC(=O)Nc1nc(C)nc(-c2ccccc2OC(C)=O)n1 was read as HePTP inh -9 and BAP1 inh 113.
Screening Cc1ccc(-c2csc3nnc(SCc4csc(C)n4)n23)cc1 returned HePTP inh 6 and BAP1 inh 96.
Screening N#Cc1c(-c2ccco2)cc(-c2ccccn2)nc1N returned HePTP inh -4 and BAP1 inh 279.
`Cc1ccccc1Cn1c(-c2nonc2N)nc2ccccc21` gave HePTP inh 4.
Screening O=C(NCc1cccnc1)c1cccc(F)c1 returned HePTP inh 9&2 and BAP1 inh 100.
Screening COc1cc([N+](=O)[O-])cc(/C=N/NC(=O)COc2c(Br)cc(Br)cc2Br)c1O returned HePTP inh 79*.
Screening Cc1ccc(SCc2cc(=O)n3[nH]c(C)nc3n2)cc1 returned HePTP inh 4 and BAP1 inh 114.
Screening CCOc1ccc(NC(=O)C2CC(=O)N(C)C(=Nc3ccc4c(c3)OCO4)S2)cc1 (stereo not drawn) returned HePTP inh -1 and BAP1 inh 97.
Screening COc1ccc(C(=O)Nc2sc3c(c2C#N)CC(C)(C)SC3)cc1[N+](=O)[O-] returned HePTP inh 6.
For CC(=Nc1ccc2c(c1)nc(CO)n2C)C1=C(O)CC(C)(C)CC1=O the results were HePTP inh 7 and BAP1 inh 109.
For CC(=O)c1c(Nc2ccc3c(c2)OCCO3)oc(C)cc1=O the results were HePTP inh 3 and BAP1 inh 93.
`CN1C(=O)c2ccccc2Sc2ccc(NC(=O)NC3CC3)cc21` gave HePTP inh -4 and BAP1 inh 98.
`O=S1(=O)CCN2C(Cc3ccc(SC(F)F)cc3)=CSC2=N1` gave HePTP inh 3 and BAP1 inh 104.
For O=C(COc1ccc([N+](=O)[O-])cc1)Nc1ccc(NC(=O)c2ccco2)cc1 the results were HePTP inh -13.
For CCOC(=O)C1=C(C)N(CCOC)C(=O)/C1=C\c1cc(OC)c(OC)c(OC)c1 the results were HePTP inh 3.
`Cc1cc(N(C)/N=C/c2cccnc2)nc(-c2ccccc2O)n1` gave HePTP inh -10.
Screening O=C1C2C3C=CC(C3)C2C(=O)N1c1ncccn1 (stereo not drawn) returned HePTP inh -29.
`CCOC(=O)Cn1c(=O)c2c(nc3n2CCS3)n(C)c1=O` gave HePTP inh 6 and BAP1 inh 110.
For Cc1onc(-c2ccccc2Cl)c1C(=O)N1CCN(c2ccc(Cl)cc2[N+](=O)[O-])CC1 the results were HePTP inh 7.
Screening CC1=NN(C(=O)CCc2ccccc2)C(O)(c2ccncc2)C1 (stereo not drawn) returned HePTP inh -10.
For O=C(CN1CCN(c2ccccn2)CC1)N1c2ccccc2Sc2ccc(C(F)(F)F)cc21 the results were HePTP inh 11 and BAP1 inh 93.
`O=C(N1CCN(C(=O)C23CC4CCC(CC(C4)C2)C3)CC1)C12CCC3CC(CC(C3)C1)C2` gave HePTP inh -2.
For O=S(=O)(c1ccccc1)N1CCN(CCCc2ccccc2)CC1 the results were HePTP inh -3.

A draw from above in order of number of heavy atoms, highest first.
COc1ccc(OC)c(C2C3=C(N=C4SCC(=O)N42)c2ccccc2CC3)c1 (stereo not drawn) was read as HePTP inh 8 and BAP1 inh 91.
`COc1ccccc1C(=O)Oc1ccc2c(c1)C(C)=CC(C)(C)N2` gave HePTP inh -2.
`CCOc1ccc2nc(SCc3ccc(OC)c(F)c3)sc2c1` gave HePTP inh 9.
